Bioassay records from PubChem BioAssay.
RGS4 inh: inhibitors of human regulator of G protein signaling 4. 390,000 compounds, 0.039% hits. Transcreener GDP fluorescence polarization, RGS4-accelerated GTP hydrolysis. AID 504845. Potency, µM (top dose mostly 114 µM), for inactives: at the highest dose activity change, negative = inhibition, usual class: inhibitors; also: potency is read from the fitted curve at half-maximal effect; % is scaled to controls: 0 for no effect and ±100 for the full control effect; nearly all actives have a fitted effect of over 75% in size; some results filed as inactive show a strong effect at the top dose
Target sequence (P49798 whole entry, looked up): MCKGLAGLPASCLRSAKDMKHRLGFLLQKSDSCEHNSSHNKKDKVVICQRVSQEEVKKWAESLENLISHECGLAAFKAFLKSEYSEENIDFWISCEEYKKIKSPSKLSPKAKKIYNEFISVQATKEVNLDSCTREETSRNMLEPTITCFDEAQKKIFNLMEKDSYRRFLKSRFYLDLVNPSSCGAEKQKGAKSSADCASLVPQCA
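MLSMR compounds (23 nl, pin-transferred) preincubated 10 min at room temperature with a 500nM (2x) first reagent, then RGS4 at 900nM (2x) plus Transcreener GDP mix added; fluorescence polarization (620/688 nm) read before and after 90 min at 30 °C.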
G9a block: inhibitors of human histone lysine methyltransferase G9a; G9a H3K9 monomethylation, AlphaScreen, 2 h; Potency, µM (top dose mostly 102 µM), without a hit: top-dose activity, negative = inhibition, actives largely listed as inhibitors; 350,000 compounds, 8.8% hits; AID 504332; also: potency is read from the fitted curve at half-maximal effect; % is scaled to controls: 0 for no effect and ±100 for the full control effect; nearly all actives have a fitted effect of over 75% in size
Target sequence (Q96KQ7 913-1193 limits assumed): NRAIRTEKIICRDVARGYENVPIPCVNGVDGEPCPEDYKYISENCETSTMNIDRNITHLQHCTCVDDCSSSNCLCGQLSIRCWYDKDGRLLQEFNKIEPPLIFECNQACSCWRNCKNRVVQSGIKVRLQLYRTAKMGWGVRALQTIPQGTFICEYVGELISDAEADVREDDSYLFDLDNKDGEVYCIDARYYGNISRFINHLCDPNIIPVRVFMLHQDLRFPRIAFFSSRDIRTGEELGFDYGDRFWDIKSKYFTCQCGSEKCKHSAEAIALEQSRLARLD
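Using a bead-based AlphaScreen, monomethylated H3K9 product from 2 h room-temperature reactions (G9a 20 nM, peptide 500 nM, SAM 20 uM) was detected with 0.5 ug/mL rabbit anti-H3K9me1 antibody.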
ERG-DNA inh: ERG Ets/DNA interaction inhibition; Potency, µM (titrated, usually from 76.9 µM), for the others: top-dose FP activity, negative = inhibition, usual class: inhibitors; 370,000 compounds, 0.028% hits; fluorescence polarization, His-ERG Ets domain / labelled DNA; P11308; AID 624246; active = well fitted inhibition curve with a large enough effect in the polarisation, with a control signal flat; inconclusive = small, poorly fitted or top-dose-only effect, or effect the other way, or a change in a side signal; inactive = no such curve, though single readings can be large or run the other way; the % refers to the polarisation;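 also: polarization taken with two DNA probes labelled with fluorescein and Texas red; potency is read from the fitted curve at half-maximal effect; % of control where 0% means no effect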
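His-tagged ERG Ets domain (1 uM in the protein solution; 300mM KCl, 50mM Tris-HCl, 1mM EDTA, 1mM DTT, pH 7.5) received compound, then a probe mix of 5 nM fluorescein-DNA and 100nM Texas-615-DNA. Fluorescence polarization was read for both dyes.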
HP1b binding inh: inhibitors of HP1-beta chromodomain binding to methylated histone tails; Potency, µM (highest dose often 114 µM), inactives show top-dose activity change, negative = inhibition, actives largely listed as inhibitors; P83916; AlphaScreen HP1-beta / biotin-H3K9me3 peptide binding; 390,000 compounds, 0.56% hits; also: potency is read from the fitted curve at half-maximal effect; nearly all actives have a fitted effect of over 70% in size; inactives centre near 23
Target sequence (P83916 whole entry, looked up): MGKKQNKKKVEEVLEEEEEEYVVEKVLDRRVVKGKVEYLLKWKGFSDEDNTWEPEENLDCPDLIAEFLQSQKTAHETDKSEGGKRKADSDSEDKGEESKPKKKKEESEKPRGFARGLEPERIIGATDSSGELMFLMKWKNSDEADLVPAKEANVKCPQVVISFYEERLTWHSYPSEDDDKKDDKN
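HP1-beta protein (50 nM final) preincubated 30 min at room temperature with biotinylated H3(1-18)K9me3 peptide (50 nM) in PBS pH 7.4, 0.01% Tween-20, then compound added for 30 min. AlphaScreen streptavidin donor/nickel chelate acceptor beads (10 ug/mL final), 30 min dark, luminescence read.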
PI4K2A inh: inhibitors of human PI4K2A. Q9BTU6. purified PI4K2A, ADP-Glo luminescence, 1 h; active compounds read low. activity change, negative = inhibition, % at 76.9 µM. 420,000 compounds, 0.13% hits. AID 1346378; in the data active = activity change below about -50%; inconclusive = mostly about -30% to -49%;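 also: -100% = wells without enzyme as full effect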
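In this quantitative HTS, ADP production by PI4K2A was quantified luminescently after 1 h at ambient temperature; 100 microM adenosine served as plate-quality control.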
ALOX12 inh: ALOX12 (human) lipoxygenase inhibition; purified 12hLO, xylenol orange hydroperoxide absorbance; Potency, µM (doses to about 108 µM), without a hit: at the top dose activity change, negative = inhibition, most hits filed as inhibitors; AID 1671190; P18054; 580,000 compounds, 1.1% hits; also: potency is read from the fitted curve at half-maximal effect; % is scaled to controls: 0 for no effect and ±100 for the full control effect
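Purified human 12hLO (150 nM final) in 25 mM Hepes, 0.01% Triton X-100, pH 7.0 was preincubated 15 min at room temperature with compound. Then 40 uM arachidonic acid was added, 30 min. Hydroperoxide was read by Fe-XO absorbance ratio 573/405 nm.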
BAZ2B block: inhibitors of human BAZ2B bromodomain; AlphaScreen BAZ2B-H3K14Ac peptide displacement; Potency, µM (titrated, usually from 114 µM), inactives show at the top dose activity change, negative = inhibition, hits mostly inhibitors; 360,000 compounds, 4.4% hits; also: potency is read from the fitted curve at half-maximal effect; % is scaled to controls: 0 for no effect and ±100 for the full control effect; nearly all actives have a fitted effect of over 60% in size
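AlphaScreen displacement of biotin-H3(5-23)K14Ac peptide (50 nM final) from BAZ2B (50 nM final) in PBS pH 7.4, 0.01% Tween-20; complex preformed 30 min RT, then compounds (top 110 uM) 30 min RT, beads 20 min dark.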
GLS inhibitor: inhibitors of human glutaminase (GLS); O94925; 410,000 compounds, 0.21% hits; GLS enzymatic activity, qHTS titration; Potency, µM (doses to about 45.5 µM), without a hit: top-dose activity change, negative = inhibition, usual class: inhibitors; also: potency is read from the fitted curve at half-maximal effect; % is scaled to controls: 0 for no effect and ±100 for the full control effect
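hKGA in 45 mM KH2PO4 pH 8.2, 0.02% Tween-20 with pin-transferred compounds; 1 mM L-glutamine (stock) plus glutamate oxidase/HRP/Amplex Red coupling added. Fluorescence read initially and after 30 min at RT.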
JMJD2A Tudor inh: blocks the human JMJD2A Tudor domain | O75164 | AlphaScreen JMJD2A-Tudor / H3K4me3 peptide binding | Potency, µM (titrated, usually from 114 µM), inactives show at the highest dose activity change, negative = inhibition, most hits filed as inhibitors | 390,000 compounds, 4.4% hits | AID 504339; also: potency is read from the fitted curve at half-maximal effect; % is scaled to controls: 0 for no effect and ±100 for the full control effect; nearly all actives have a fitted effect of over 50% in size
* marks the source's active call; other numbers are inactive results; ? = inconclusive; · = no result given; & = joins results of further samples; [ ] = dose if it differs, or a comment. Unless noted, calls follow the shape of the dose curve; as a rule, active = well fitted curve in the direction sought with a large enough effect; inconclusive = small, poorly fitted or top-dose-only effect, or another doubt; inactive = no such curve, though single readings can be large; an effect the other way counts as inactive or inconclusive. Only part of the results is shown; rates above refer to the full screens.

SMILES	RGS4 inh	G9a block	ERG-DNA inh	HP1b binding inh	PI4K2A inh	ALOX12 inh	BAZ2B block	GLS inhibitor	JMJD2A Tudor inh
CCOC(=O)N1CC=C2C(C#N)=C(N)C(C#N)(C#N)[C@H](c3ccccc3OCC)[C@H]2C1	?	-18%[12.7 µM]	-7%	45%[activator]	12	-9%	-29%	-3%	-14%
C=CCOCC(O)Cn1c(N2CCCC2)nc2c1c(=O)n(C)c(=O)n2C (stereo not drawn)	15%	16%[59 µM]	-5%	54%[activator]	-8	15%	9%	-5%	-15%
Cc1nn(-c2ccc(F)cc2)c(-n2cccc2)c1C(=O)NCCCN1CCN(c2cccc(Cl)c2)CC1	12%	?	-2%	-8%	10	?	?	-2%	?
O=C(CCN1C(=O)/C(=C/c2ccccc2)SC1=S)N[C@@H](CO)Cc1ccccc1	4%	31%	10%	13%	20	-8%	-26%	-22%	-11%
COCCCn1c(=O)c2sccc2n2c(CCCC(=O)NCc3ccc(OC)cc3)nnc12	33%[11.4 µM]	20%	-6%	53%[activator]	-1	5%	-5%	2%	-12%
COc1ccc(C2=CCC3CCCCN3C2)cc1OC (stereo not drawn)	-8%	·	3%	20%	-1	0%	·	-2%	-2%
Cc1noc(C)c1NC(=O)N(C)C[C@H]1Oc2ccc(NS(=O)(=O)c3ccc(F)cc3)cc2C(=O)N([C@H](C)CO)C[C@@H]1C	1%	·	4%	40%[activator]	-1	0%	·	2%	-6%
Cc1cccc(-c2nc(CSc3nc4c(c(=O)[nH]3)CCC4)c(C)o2)c1	30%	?	-2%	32%	-1	-26%&11%	-6%	4%	-15%
O=C(CN1CCCCC1)Nc1cccc([N+](=O)[O-])c1	15%	·	12%	23%	3	0%	-7%	10%	-7%
CCc1nnc(NS(=O)(=O)c2ccc(NC(=S)NC(=O)/C=C/c3ccc(F)cc3)cc2)s1	?	89µM*	8%	?	2	10µM*	50µM*	18%	56µM*
O=C(CNc1cc(S(=O)(=O)N2CCOCC2)ccc1NCC1CCCO1)Nc1ccc(F)c(F)c1 (stereo not drawn)	-25%	?	3%	12%	6	54%[activator]	?	-5%	-29%
COc1ccccc1OCC(=O)NNC(=O)c1cccs1	-9%	11%[59 µM]	-2%	34%	5	0%	-7%	21%	-4%
CCOc1ccc(C2C(=O)N(C3CCCCC3)CC(=O)N2Cc2ccccc2OC)cc1OC (stereo not drawn)	2%	14%[59 µM]	-2%	6%	-7	-20%	-5%	0%	-19%
CC(C)(C)NC(=O)C1(N2C(=O)c3ccccc3C2=O)CCCC1	-10%	·	-21%	22%	-1	-1%	·	-12%	-12%
O=C(NC1CCCCC1)C(c1ccc2ncccc2c1)N(Cc1ccc2c(c1)OCO2)C(=O)c1ccc2c(c1)OCCO2 (stereo not drawn)	-8%	23%[59 µM]	-18%	17%	-4	-11%	-27%	-9%	-25%
O=C(c1ccc2c(c1)OCO2)N1CCN(S(=O)(=O)c2ccc(Br)cc2Cl)CC1	2%	10%[59 µM]	-12%	10%	3	238%[activator]	4%	-1%	-23%
CC(OC(=O)Cc1coc2ccc3ccccc3c12)C(=O)NC(N)=O (stereo not drawn)	-3%[56.9 µM]	-4%[12.7 µM]	8%	-14%	-7	-12%	-18%	-5%	-28%
CCCCCCCCCCC(C)(C)C(=O)Nc1c(OC)cc(OC)cc1OC	-14%[56.9 µM]	37%[activator][59 µM]	·	·	6	0%	·	·	·
Cc1cccc(C(=O)NNC(=O)c2csc(N3CCOCC3)n2)c1C	7%	3%[12.7 µM]	0%	40%[activator]	1	3%	10%	4%	-7%
CCOC(=O)C1CCN(C(=O)c2ccc(S(=O)(=O)Nc3ccccc3OC)cc2)CC1	16%	-1%[59 µM]	-2%	38%	-1	-4%	-5%	12%	4%
Cc1ccc(S(=O)(=O)n2nc(OC(=O)c3ccccc3C)cc2N)cc1	-11%	19%	0%	34%[activator]	27	-14%	?	-1%	-19%
Cc1cc(C)c(NC(=O)Cc2ccc(-n3c(C)nc4cccnc43)cc2)c(C)c1	0%	-10%[59 µM]	-4%	20%	-4	-5%	-8%	5%	-21%
CCCN(N=Nc1cccc([N+](=O)[O-])c1)c1cccc([N+](=O)[O-])c1	10%	32µM*	·	-25%	-2	7%	?	21%	?
COc1ccc(C(=O)CN2C(=O)NC3(CCCc4ccccc43)C2=O)c(OC)c1 (stereo not drawn)	-26%	10%	12%	27%	-4	14%	-24%	0%	2%
COc1cc(OC)c(NC(=O)Nc2sc3nc4n(c(=O)c3c2C)CCC(C)CC4)cc1Cl (stereo not drawn)	-20%	0%[59 µM]	-2%	33%	3	?	-2%	-4%	-6%
CC(C)CN(CC(C)C)c1nnc(N)s1	-26%	-14%	4%	54%[activator]	2	218%[activator]	-4%	-4%	-14%
O=C(CN1C(=O)NC2(CCOc3ccccc32)C1=O)c1ccc(Br)cc1 (stereo not drawn)	22%	?	-3%	13%	1	416%[activator]	-14%	21%	-27%
CCOc1ccc(CC(=O)OCc2cc(=O)n3cc(Br)ccc3n2)cc1	0%	7%	-14%	56%[activator]	0	-3%	2%	-12%	-10%
COC(=O)c1cc(NS(=O)(=O)c2ccc(Cl)c(N3C(=O)c4ccc(C(=O)O)cc4C3=O)c2)cc(C(=O)OC)c1	-22%	-112%[59 µM]	-9%	-5%	-5	-14%	0.79µM*	0%	-18%
CCN1CCN(C2=CC3=CC(=C(C#N)C#N)CCC3CC2)CC1 (stereo not drawn)	-1%	45µM*	80%[activator]	50%[activator]	8	·	-25%	20%	9%
C/C(=N/OC(=O)c1c(-c2c(Cl)cccc2Cl)noc1C)c1cnccn1	-16%	16%	7%	29%	3	?	-10%	-5%	-33%
COc1ccc(CC2C(=O)NC(C)C(=O)N(C)C3Cc4ccc(cc4)Oc4cc(ccc4O)CC(C(=O)NC(C)C(=O)NC(C)C(=O)N2C)N(C)C3=O)cc1 (stereo not drawn)	5%	·	0%	15%	-1	-24%	·	1%	-17%
Oc1ccccc1Nc1nc2ccccc2n2nnnc12	-9%	32%[59 µM]	2%	34%	2	-16%	-2%	7%	-3%
Cc1c(Cl)c([N+](=O)[O-])nn1CC(=O)NCC(C)C	5%	·	-4%	14%	-3	-10%	-16%	-14%	-3%
CCOc1ccc2oc(C(=O)NC3CC(C)(C)NC(C)(C)C3)c(C)c2c1	-1%[56.9 µM]	2%	-17%	49%[activator]	-20	-27%	0%	1%	-10%
COc1ccc(C(=O)NCC(c2ccco2)S(=O)(=O)c2ccc(F)cc2)cc1 (stereo not drawn)	1%	4%[59 µM]	-4%	-9%	0	-1%	-2%	-3%	-7%
COc1cc(CNCc2cccs2)ccc1OCc1ccccc1	11%	-2%[59 µM]	·	29%	0	13%	7%	-6%	-6%
CC(C)(C)c1ccc(C(=O)N2CCN(CCc3ccccn3)CC2)cc1	9%	-3%[59 µM]	0%	69%[activator]	1	-9%	-3%	-8%	-9%
O=C1[C@H](Cc2ccccc2)NCCCC[C@H](c2ccco2)N1Cc1ccccc1	32%	·	3%	4%	1	-7%	·	10%	-31%
O=C1NC(=O)C(CC(=O)N(Cc2cccs2)C2(C(=O)NC3CCCC3)CCCCC2)N1 (stereo not drawn)	?	-11%	14%	4%	-7	-17%	-5%	8%	-1%
COc1ccc(OC)c(/C=C/c2nc3ccccc3[nH]c2=O)c1	-26%	-9%	3%	54%	2	?	-5%	6%	6%
COc1ccc(NS(=O)(=O)c2ccc(Oc3cccc(C(=O)O)c3)cc2)cc1	?	-45%	-3%	-4%	1	-7%	-38%	12%	-14%[11.4 µM]
COC(=O)CCCNC(=O)c1ccccn1	-13%	0%	-3%	-3%	-1	-1%	-12%	9%	-6%
COc1ccc(-c2cnc(C)o2)cc1S(=O)(=O)Nc1ccc(NC(C)=O)cc1	8%	1%[12.7 µM]	-4%	35%	-1	?	-4%	7%	0%
O=C(Nc1ccc(Cl)cc1)Nc1nnc(/C=C/c2ccccc2)s1	3%	21%[59 µM]	3%	32%	1	-11%	6%	?	3%
O=C(NCCc1ccc(F)cc1)c1ccc(Cl)c(S(=O)(=O)N2CCOCC2)c1	7%	18%[2.33 µM]	5%	21%	0	-20%	?	-2%	-23%
Cc1ccccc1C(=O)Nc1nc2c(C)csc2c(=O)s1	0%	?	2%	40%[activator]	-3	-5%	-10%	1%	-2%
COc1ccccc1CNC(=O)C(=O)NCC(c1cccs1)S(=O)(=O)c1ccc(F)cc1 (stereo not drawn)	-30%	5%[59 µM]	-4%	29%	-1	-21%	1%	2%	-12%
O=C(Nc1ccccc1)C1=C(c2ccccc2)S(=O)(=O)CCS1(=O)=O	?	28µM*	-5%	55%[activator]	?	-4%	-14%	3%	-2%
Cn1c2c(c(=O)n1-c1ccccc1)CSCC2	22%	·	-2%	38%[activator]	1	444%[activator]	·	-1%	-13%
Cc1ccc(Cl)cc1N1CCN(C(=O)CN2C(=O)c3cccc4cccc2c34)CC1	6%[11.4 µM]	5%	-1%	80%[activator]	-2	6%[57.4 µM]	40%[activator]	-16%	17%[11.4 µM]
